MPTP block: blocks calcium-induced mitochondrial swelling; isolated mouse mitochondria, Ca2+ swelling absorbance, 30 min; inhibition, % at 10 µM; 1.4% of 360,000 active;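 active = inhibition of 50% or more, scaled per plate between neutral and stimulator controls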;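 note: 0% = DMSO wells given calcium and 100% = 1 mM EGTA wells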
MIN6 prolif: induces beta-cell replication in MIN6 cells. 0.29% of 330,000 active. MIN6 cells proliferation, ATPlite luminescence, 48 h; cells starved in 0.2% serum; 100% = growth in 10% serum. AID 2380. proliferation, % at 10 µM;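 active = compounds whose signal lies at least 3.5 SD above the mean of all wells on their plate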;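 note: 0% = DMSO-treated cells in low-serum medium and 100% = 10% serum control; some compounds called inactive have numbers as strong as hits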
mIAP block: blocks mouse intestinal alkaline phosphatase | purified mouse IAP, CDP-Star luminescence, 30 min | inhibition, % at 10 µM | 0.2% of 330,000 active | AID 2806;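 active = inhibition of at least 40% at 10 µM in the primary screen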;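 note: plate controls were DMSO with enzyme for no effect and no enzyme wells for full effect; values of inactives mirror those of a sister screen read the other way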
A3G deaminase: inhibitors of human APOBEC3G DNA deaminase. recombinant A3G, ssDNA deamination FAM/TAMRA fluorescence. inhibition, % at 20 µM. 0.28% of 330,000 active;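 active = inhibition of at least 40% at 20 µM, with no more than 30% in the related APOBEC3A deaminase screen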;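 note: plate controls were DMSO wells with A3G for no effect and wells lacking A3G enzyme for full effect; some compounds called inactive have numbers as strong as hits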
hIAP block: human IAP inhibition. P09923. purified IAP, CDP-Star luminescence, 30 min. inhibition, % at 10 µM. 0.12% of 330,000 active. AID 2544;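 active = inhibition reaching a set limit with compound at 10 µM in the primary screen, cut at about 35% in these data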;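 note: plate controls were DMSO wells with enzyme for no effect and no-enzyme buffer wells for full effect; values of inactives mirror those of a sister screen read the other way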
Target sequence (P09923 whole entry, looked up): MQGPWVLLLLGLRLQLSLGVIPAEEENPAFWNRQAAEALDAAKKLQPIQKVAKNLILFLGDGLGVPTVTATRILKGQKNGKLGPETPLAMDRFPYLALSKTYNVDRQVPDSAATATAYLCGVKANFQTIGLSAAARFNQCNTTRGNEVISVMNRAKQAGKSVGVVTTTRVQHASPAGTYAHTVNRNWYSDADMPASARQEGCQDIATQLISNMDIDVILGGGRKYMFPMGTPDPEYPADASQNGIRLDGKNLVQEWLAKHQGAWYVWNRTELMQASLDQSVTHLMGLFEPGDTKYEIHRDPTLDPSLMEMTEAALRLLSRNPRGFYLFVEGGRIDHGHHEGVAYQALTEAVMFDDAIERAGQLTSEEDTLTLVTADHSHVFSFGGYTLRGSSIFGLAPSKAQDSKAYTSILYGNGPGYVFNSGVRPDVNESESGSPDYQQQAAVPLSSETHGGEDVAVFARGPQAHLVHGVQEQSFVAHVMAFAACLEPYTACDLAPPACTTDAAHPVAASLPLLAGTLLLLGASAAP
hIAP act: human IAP activation; activation factor at 10 µM; 0.16% of 330,000 active; purified human IAP, CDP-Star luminescence, 30 min; hits give high values; 1 = vehicle-only enzyme, 0 = enzyme-free background;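 active = activation factor of the enzyme at least 2-fold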; note: the source names both 10 and 20 µM as test concentration; values of inactives mirror those of a sister screen read the other way
ATG4B inhibitor: blocks human ATG4B protease cleavage of LC3 substrate. AID 504462. Q9Y4P1. ATG4B cleavage of LC3-PLA2, NBD-HPC fluorescence, 1 h. 0.51% of 340,000 active. inhibition, % at 8.33 µM; in the data active = inhibition above about 40%
Target sequence (Q9Y4P1 whole entry, looked up): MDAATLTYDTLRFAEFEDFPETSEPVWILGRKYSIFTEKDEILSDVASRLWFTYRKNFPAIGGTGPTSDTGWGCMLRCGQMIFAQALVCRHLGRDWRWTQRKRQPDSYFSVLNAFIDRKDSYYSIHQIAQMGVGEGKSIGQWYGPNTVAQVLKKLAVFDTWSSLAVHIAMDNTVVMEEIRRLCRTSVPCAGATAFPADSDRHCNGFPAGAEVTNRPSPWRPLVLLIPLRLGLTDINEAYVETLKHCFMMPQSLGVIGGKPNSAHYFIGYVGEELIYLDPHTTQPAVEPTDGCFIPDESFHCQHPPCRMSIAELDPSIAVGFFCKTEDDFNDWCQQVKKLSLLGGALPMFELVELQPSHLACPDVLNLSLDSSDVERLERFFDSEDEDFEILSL
mIAP act: mouse IAP activation; 0.24% of 330,000 active; muIAP, CDP-Star luminescence, 30 min; hits give high values; 1 = vehicle-only enzyme signal, 0 = enzyme-free wells; activation factor at 10 µM;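 active = activation factor of at least 2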; note: the source names both 10 and 20 µM as test concentration; values of inactives mirror those of a sister screen read the other way
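also added = chemiluminescent substrate CDP-Star | test system = mouse IAP enzyme | signal = chemiluminescence readout | compound = DMSO-dissolved test compounds | incubation = 30 min at room temperature | benchmarks = DMSO wells, no-enzyme wells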
APOBEC3A inh: blocks human APOBEC3A ssDNA deamination; recombinant A3A, FAM/TAMRA ssDNA deamination fluorescence; inhibition, % at 20 µM; 0.41% of 330,000 active;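 active = at least 40% inhibition at 20 µM here, with at most 30% in a related deaminase screen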;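 note: plate controls were A3A with DMSO for no effect and wells lacking A3A enzyme for full effect; some results filed as inactive read as strong as hits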
Numbers without * were called inactive; x = no result given. Hits appear at their usual frequency; 3.3% or so of the library scored in one or more.

Each structure is followed by: MPTP block	MIN6 prolif	mIAP block	A3G deaminase	hIAP block	hIAP act	ATG4B inhibitor	mIAP act	APOBEC3A inh
COc1ccc(S(=O)(=O)NCC2CCCO2)cc1NC(=O)c1ccc(Cl)cc1 (stereo not drawn)
    -0.1	-6	-4	-1	-14	1.1	-4	1	0
O=C(CCCCl)NC(=S)Nc1ccc(CN2CCOCC2)cc1
    1.9	-1	0	-10	25	0.75	2	1	-5
O=C(Nc1cccc(C(=O)O)c1)/C(=C\c1ccco1)NC(=O)c1ccccc1
    -1.5	2	-6	-5	21	0.79	-5	1.1	-2
Cc1ccc(N(CC(=O)Nc2ccc(C)cn2)S(=O)(=O)c2c(C)nn(C)c2C)cc1
    -0.3	0	2	-1	2	0.97	2	0.98	0
CC(C)CCNc1ncnc2c1nnn2Cc1ccccc1
    -0.6	-5	-3	-8	-26	1.3	-3	1	-5
CC(=O)N1CCN(CC(=O)Nc2cccc(S(=O)(=O)N3CCCCCC3)c2)CC1
    -0.6	-3	2	2	7	0.93	9	0.98	5
COC(=O)CN1C(=O)COc2ccc(S(=O)(=O)NCc3ccccc3)cc21
    -1.3	-1	0	-2	18	0.82	-2	1	1
CCC(=O)c1ccc(OCC(=O)NCC2(N3CCCCC3)CCCCC2)cc1
    -0.5	3	15	-9	19	0.81	0	0.85	0
CCOC(=O)c1c(NC(=S)NC(=O)c2ccco2)sc2c1CCCC2
    1.0	-5	8	-5	-19	1.2	-6	0.92	-2
C[C@H](C(=O)C=[N+]=[N-])N1C(=O)c2ccccc2C1=O
    x	-1	8	-6	9	0.91	x	0.92	-1
COc1cccc(OC)c1C(=O)NC(=O)Nc1c(C)cccc1C
    -0.2	-3	-2	-1	-1	1	5	1	3
O=C(CN1C(=O)/C(=C/c2ccccc2F)SC1=S)NC1C=CS(=O)(=O)C1 (stereo not drawn)
    -1.2	1	2	-1	-5	1	2	0.98	-4
NC(=O)C1CCN(C(=O)c2ccc([N+](=O)[O-])cc2NC(=O)c2cccs2)CC1
    -1.7	-2	-5	-3	-5	1	-1	1.1	-1
Cc1cccc(NC(=O)C2=C(O)c3ccccc3N(C)S2(=O)=O)c1
    0.5	0	1	-3	-9	1.1	4	0.99	-2
CCN1CCN(c2cc(C)nc(-c3ccccc3O)n2)CC1
    0.2	-2	5	-1	-1	1	-6	0.95	-3
CCOC(=O)C1=C(N)Oc2c(oc(CO)cc2=O)C1c1ccc(F)cc1 (stereo not drawn)
    -8.0	-2	-2	-3	-4	1	0	1	-15
O=C1CC(c2cccs2)c2ccc3ccccc3c2N1 (stereo not drawn)
    0.4	-3	2	-5	0	1	-14	0.98	2
CCCNC(=O)COC(=O)c1cc(C)nc2ccccc12
    1.1	0	-19	-5	-15	1.2	0	1.2	-5
COc1ccc2ccccc2c1/C=N/NC(=O)c1nnn(-c2nonc2N)c1CN(C)C
    0.2	-1	2	-3	-21	1.2	-12	0.98	1
CC(CNS(=O)(=O)c1ccccc1)(c1ccccc1)N1CCCCC1 (stereo not drawn)
    0.4	-1	-6	-8	-43	1.4	-5	1.1	-6
CN(CCN1CCOCC1)C(=O)c1cc(COc2ccc(F)c(F)c2)on1
    0.3	-4	-2	-5	0	1	-2	1	-2
COC(=O)c1ccc(NC(=O)CSc2nc3ccccc3c(=O)[nH]2)cc1
    -0.1	-2	7	-7	19	0.81	-4	0.93	1
NC(=O)C1CCN(C2CC(=O)N(Cc3ccc(N4CCCC4=O)cc3)C2=O)CC1 (stereo not drawn)
    -0.3	0	17	2	-3	1	-9	0.83	1
Cc1c(C(N)=O)sc2ncn(CCOc3ccccc3)c(=O)c12
    -1.2	-2	12	-6	2	0.98	1	0.88	-2
COc1cccc(C(C(=O)NC2CCCCC2)N(CC2CCCO2)C(=O)CNC(=O)c2ccco2)c1 (stereo not drawn)
    0.2	-1	1	-1	-16	1.2	-8	0.99	-4
COc1ccc(/C=N/NC(=O)C(N)=O)c(OC)c1OC
    -0.4	0	8	-2	15	0.85	-6	0.92	-2
CC(C)Nc1nc(NC(C)C)nc(N(C)N)n1
    0.2	1	8	-1	8	0.92	-13	0.92	1
Cc1ccc2c(c1)N(C(=O)CCC(=O)N1CCc3ccccc3C1)CCO2
    -11	-2	3	-4	-16	1.2	19	0.97	0
C=CCn1c(SCC(=O)Nc2ccc3c(c2)CCC3)nnc1-c1cccs1
    1.2	1	-13	-2	-12	1.1	67*	1.1	-2
Cc1cccc(-n2c(-c3ccco3)n[nH]c2=S)c1
    1.2	2	10	54*	13	0.87	0	0.9	-2

Some of these compounds in order of number of heavy atoms, rising:
Each structure is followed by: MPTP block	MIN6 prolif	mIAP block	A3G deaminase	hIAP block	hIAP act	ATG4B inhibitor	mIAP act	APOBEC3A inh
CCCNC(=O)COC(=O)c1cc(C)nc2ccccc12
    1.1	0	-19	-5	-15	1.2	0	1.2	-5
Cc1ccc2c(c1)N(C(=O)CCC(=O)N1CCc3ccccc3C1)CCO2
    -11	-2	3	-4	-16	1.2	19	0.97	0
COc1cccc(C(C(=O)NC2CCCCC2)N(CC2CCCO2)C(=O)CNC(=O)c2ccco2)c1 (stereo not drawn)
    0.2	-1	1	-1	-16	1.2	-8	0.99	-4

Later entries
Each structure is followed by: MPTP block	MIN6 prolif	mIAP block	A3G deaminase	hIAP block	hIAP act	ATG4B inhibitor	mIAP act	APOBEC3A inh
CC(C)Cc1ccc(C(C)C(=O)Nc2ccc(O)cc2)cc1 (stereo not drawn)
    73*	-6	2	-3	-18	1.2	1	0.98	-2
C=CCc1cccc2cc(C(=O)NNC(=O)c3ccncc3)c(=O)oc12
    0.0	-3	24	-3	-25	1.2	-17	0.76	-2
CCCN1C(=O)/C(=C/c2cc(C)n(C)c2C)SC1=Nc1ccc(OCC)cc1
    27	-3	12	-3	-5	1	1	0.88	3
CCCCCN(C(=O)CCC(=O)OCC(=O)N1CCCCC1)c1c(N)n(CCCC)c(=O)[nH]c1=O
    -1.4	2	10	-5	-7	1.1	-5	0.9	-2
COc1ccc(NC(=O)c2sc3ncn(CC(=O)N4CCN(c5ccccn5)CC4)c(=O)c3c2C)c(OC)c1
    0.5	1	11	-3	6	0.94	6	0.89	-1
O=[N+]([O-])c1ccccc1S(=O)(=O)N1CCN(C2CCCC2)CC1
    0.2	0	-2	1	-18	1.2	-3	1	1
Cn1ncc([N+](=O)[O-])c1C(=O)Nc1ccccc1C(=O)O
    -1.3	-1	3	-3	-11	1.1	1	0.97	-4
CCOC(=O)N1CCC(N2Cc3cccc(C(=O)Nc4cc(F)ccc4F)c3C2=O)CC1
    -1.0	-5	3	-4	0	1	-15	0.97	1
COc1ccc(CN(C)C(=O)c2cc(S(=O)(=O)N3CCOCC3)ccc2N2CCCC2)cc1
    -0.3	-2	-4	-12	-20	1.2	1	1	1
Cc1cc2cc(CNC(=S)Nc3ccc(OC(F)(F)F)cc3)ccc2[nH]1
    3.1	-6	9	-5	12	0.88	2	0.91	-1
CN(Cc1ccccc1)C(=O)COC(=O)c1ccc(Br)o1
    0.1	-2	-4	9	-15	1.2	3	1	5
C[C@H](NC(=O)C1CCN(C(=O)[C@H](Cc2ccccc2)NC(=O)OC(C)(C)C)CC1)C(=O)O
    1.5	-2	-8	-2	5	0.95	-4	1.1	0
Cc1cc(=O)oc2cc(OC(C)C(=O)NCCCn3ccnc3)ccc12 (stereo not drawn)
    -0.2	-1	17	-6	-12	1.1	-1	0.83	-4
Nc1ccc(Oc2ccccc2F)nc1
    0.1	3	3	-1	6	0.94	-9	0.97	-1
Cc1ccc2c(=O)c(CN3CCCCCC3)c(C)[nH]c2c1C
    -1.2	2	5	-8	6	0.94	6	0.95	-3
CC(=O)C1=C(O)C(=O)N(c2ccc(O)cc2)C1c1ccccc1Cl (stereo not drawn)
    2.0	3	-4	-10	-4	1	-2	1	-8
COc1ccc(C(=O)NCC2CCCCC2)cc1S(=O)(=O)N1CCOCC1
    -0.5	-1	-2	4	-21	1.2	-2	1	5
COc1ccc(NC(=O)CSc2nc(C(C)C)nc3c2c(=O)n(C)c(=O)n3C)c(OC)c1
    -0.7	2	2	-6	-4	1	0	0.98	21
O=C(N/C(=C\c1ccco1)C(=O)N1CCOCC1)c1ccccc1Cl
    -1.3	0	2	-8	-4	1	0	0.98	-4
Clc1ccccc1CN(Cc1ccccc1)C(c1cccs1)c1nnnn1C1CCCC1 (stereo not drawn)
    11	-3	5	-1	21	0.79	-6	0.95	-1
COc1ccc(CCNC(=O)c2c(C)nn(CC(C)C)c2Cl)cc1OC
    0.0	-4	-2	-6	-7	1.1	-5	1	-2
Cc1cc(C(=O)CCC(=O)Nc2ncccc2O)c(C)s1
    -1.2	-3	6	-3	-8	1.1	-1	0.94	2
O=C(CCc1ccccc1)NC(=S)NCc1ccco1
    -1.6	-3	-4	-5	-2	1	2	1	-9
O=c1[nH]c2ccc(NC(=S)Nc3ccccc3Cl)cc2[nH]1
    -2.8	-3	14	-7	1	0.99	1	0.86	-6
CCOC(=O)c1ccc(NC(=O)Cn2cnc3cc(C)c(C)cc32)cc1
    97*	-6	-18	-1	-20	1.2	-9	1.2	3
CCN(CC)c1cc(Oc2ccccc2)ncn1
    2.3	-1	-4	-5	-13	1.1	0	1	-2
CCc1ccccc1NC(=O)CN(C)C(=O)COC(=O)c1c(Cl)cccc1Cl
    -0.4	-3	2	-6	-24	1.2	-11	0.98	-1
COc1ccc(CCCc2nnc(SCC(=O)Nc3nccs3)n2C)cc1C
    0.3	0	-10	-3	1	0.99	-7	1.1	-1
O=C(NCCc1ccccc1)c1nc2c(nnn2Cc2ccccc2Cl)c(=O)[nH]1
    3.5	-2	8	-6	-36	1.4	40	0.92	-2
Cc1cc(NC(=O)CN2CCN(C)CC2)no1
    0.8	1	6	-2	0	1	-7	0.94	0
O=C(NCc1ccco1)c1n[nH]c(=O)c2ccccc12
    -2.3	0	5	-11	-16	1.2	3	0.95	-5
CCC(=O)Nc1ccc(F)c(Cl)c1
    -1.8	-2	-10	0	-5	1	-9	1.1	-1
Cc1nc2c([nH]1)C1(CCN(Cc3ccccc3)CC1)C(C#N)=C(N)O2
    -0.3	-2	1	-5	2	0.98	-6	0.99	0
CCOc1ccc(NC(=O)CSc2nc3nc(C)cc(C)n3n2)cc1
    -0.5	-2	2	-4	-18	1.2	5	0.98	0
N#Cc1cccc(NC(=O)C2CCCN(C(=O)c3ccc(Cl)cc3)C2)c1 (stereo not drawn)
    -2.2	-1	-12	-8	10	0.9	-11	1.1	-3
O=C(NCc1cccs1)C1CCN(S(=O)(=O)c2ccc(Br)s2)CC1
    -2.1	-1	-8	-4	-19	1.2	-1	1.1	-3
CCOc1ccccc1N(C)C(=O)Cn1ncc2c([nH]c3ccc(C)cc32)c1=O
    -0.2	-3	0	10	-2	1	0	1	4
C/C=C\C=C/C(=O)Nc1cccc(C2=NOC3(C2)C[C@@H](C(N)=O)N(C(=O)/C=C/C=C\C)C3)c1 (stereo partly drawn)
    1.3	3	5	37	10	0.9	-2	0.95	16
COC(=O)c1ccccc1NC(=O)C1CCN(C(=O)c2ccc(OC)cc2)CC1
    -0.5	-2	1	-7	8	0.92	-2	0.99	-14
CC(=O)c1ccc(NC(=O)CN2CCOCC2)cc1
    -0.3	-2	-2	-3	14	0.86	-2	1	2
C[C@@H]1C(c2ccccc2)=NN(c2ccccc2)[C@H]1C(=O)N1CCOC1=O
    0.5	x	-7	-1	x	x	1	1.1	1
Cc1ccc(S(=O)(=O)N2CCN(Cc3cc(=O)n4ccccc4n3)CC2)cc1C
    0.5	2	12	-1	1	0.99	1	0.88	1

Source: PubChem
